Screening results deposited in PubChem BioAssay by several laboratories.
p97 ATPase inh = human p97 ATPase inhibition; P55072; recombinant p97 ATPase, Kinase-Glo ATP luminescence, 3 h; inhibition, % at 8 µM; 0.42% of 220,000 active; in the data active = inhibition above about 15%;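 also: 0% = DMSO vehicle and 100% = wells lacking enzyme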
NPY-Y2 PAM-ag = human NPY-Y2 potentiation or agonism, primary screen; P49146; cells expressing NPY-Y2, potentiator/agonist read-out; activation, % at 3.6 µM; 0.45% of 220,000 active; AID 1359; in the data active = activation above about 27%;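 also: cells stimulated with NPY near EC25 plus isoproterenol at EC100; 0% = vehicle plus submaximal agonist and 100% = vehicle plus saturating agonist; some results beyond the cut were filed as inactive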
NPY-Y1 antag = antagonists of human neuropeptide Y receptor Y1; HEK293-CNG Y1 cells, membrane potential fluorescence; NPY at EC95, then isoproterenol; 1% of 200,000 active; inhibition, % at 3.6 µM; P25929;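 active = inhibition above the campaign mean inhibition of all tested compounds plus 3 SD, cut at about 20% in these data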;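 also: 0% = DMSO wells given NPY plus isoproterenol and 100% = isoproterenol alone without NPY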
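System: HEK293 cells with Y1 receptor plus CNG channel / Probe or stimulus: NPY 25 nM then isoproterenol 1 µM plus Ro 20-1724 25 µM / Compound: one concentration, 3.6 µM, in 0.4% DMSO / Schedule: compound incubation 1 h at room temperature, readout 45 min post-stimulation / Measured by: membrane potential fluorescence / Read-out: % inhibition of NPY effect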
NPY1 pot ag = potentiates or activates human NPY-Y1 receptor; P25929; NPY-Y1 expressing cells, potentiator/agonist activation; activation, % at 3.6 µM; 0.37% of 220,000 active; AID 1304; in the data active = activation above about 33%, passing the limit was not always enough;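 also: cells stimulated with NPY at EC10 then isoproterenol at EC100; 0% = low agonist plus stimulus and 100% = saturating agonist plus stimulus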
S1P4 agonist = agonists of human S1P4 receptor. S1P4-expressing cell line, agonist reporter assay. activation, % at 4.98 µM. 0.35% of 220,000 active; in the data active = activation above about 11%;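 also: 0% = DMSO vehicle and 100% = reference agonist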
Target sequence (O95977 whole entry, looked up): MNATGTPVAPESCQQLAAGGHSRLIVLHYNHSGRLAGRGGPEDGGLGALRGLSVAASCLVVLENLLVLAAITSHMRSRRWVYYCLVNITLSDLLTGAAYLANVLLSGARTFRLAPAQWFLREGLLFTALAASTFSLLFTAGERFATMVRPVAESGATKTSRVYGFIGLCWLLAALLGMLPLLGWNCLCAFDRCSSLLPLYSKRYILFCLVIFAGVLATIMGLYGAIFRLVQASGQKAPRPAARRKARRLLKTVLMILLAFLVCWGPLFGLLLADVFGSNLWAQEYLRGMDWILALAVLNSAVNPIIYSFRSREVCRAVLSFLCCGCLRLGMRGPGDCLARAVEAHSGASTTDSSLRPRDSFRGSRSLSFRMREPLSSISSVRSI
eIF4E 4G PPI = inhibitors of eIF4E and eIF4G interaction in translation initiation. inhibition, % at 21.7 µM. AID 782. P63073+Q04637. 0.37% of 220,000 active. TR-FRET eIF4E-eIF4GI(517-606) binding, 2 h;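 active = inhibition above about 30%, limit read from the data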;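 also: 0% = full FRET control wells and 100% = background wells lacking eIF4GI fragment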
EP2 modulator = modulators of human EP2 prostaglandin E2 receptor; P43116; EP2-expressing cells, cAMP HTRF FRET, PGE2 co-stimulation; induction, % at 25 µM; 0.83% of 260,000 active; AID 940;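 active = compounds whose cAMP rise, as percent of the full-agonist control response, exceeds 60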;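 also: rat C6 glioma line stably carrying human EP2 under a CMV promoter; the protocol text gives 20 µM as final concentration; 100% = response of wells given 1 µM PGE2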
Target sequence (P43116 whole entry, looked up): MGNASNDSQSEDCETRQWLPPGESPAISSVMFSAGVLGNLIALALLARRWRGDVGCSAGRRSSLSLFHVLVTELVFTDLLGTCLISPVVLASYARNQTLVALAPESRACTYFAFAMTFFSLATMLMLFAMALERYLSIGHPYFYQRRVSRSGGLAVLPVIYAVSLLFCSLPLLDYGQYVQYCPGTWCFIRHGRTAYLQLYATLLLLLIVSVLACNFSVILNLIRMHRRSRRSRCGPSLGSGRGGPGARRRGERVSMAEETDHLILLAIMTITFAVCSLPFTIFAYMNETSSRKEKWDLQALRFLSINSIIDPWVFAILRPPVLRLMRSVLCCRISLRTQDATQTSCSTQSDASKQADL
S1P4 antagonist = antagonists of human S1P4 receptor. O95977. S1P4-expressing cells, antagonist mode, reporter read-out. inhibition, % at 4.98 µM. 0.26% of 220,000 active. AID 1510; in the data active = inhibition above about 29%;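 also: 0% = wells stimulated with agonist and 100% = vehicle wells without agonist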
EP2 antag = EP2 receptor (human) inhibition. AID 1422. inhibition, % at 25 µM. P43116. 0.52% of 260,000 active. C6 glioma cells expressing human EP2, cAMP TR-FRET; cells stimulated with saturating PGE2;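 active = percent inhibition above 40 after rounding to a whole number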;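 also: rat C6 glioma host cells with rolipram phosphodiesterase inhibitor present; the protocol text gives 20 µM as final concentration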
An asterisk follows results filed as active; . = no result given; & = joins results of further samples; [ ] = dose if it differs, or a comment.

SMILES	p97 ATPase inh	NPY-Y2 PAM-ag	NPY-Y1 antag	NPY1 pot ag	S1P4 agonist	eIF4E 4G PPI	EP2 modulator	S1P4 antagonist	EP2 antag
CC1=C(C(=O)OC2CCCC2)C(c2ccc(C)o2)C2=C(CC(c3cccs3)CC2=O)N1 (stereo unspecified)	1	-2	2	5	-0.6	-14[fluorescence artefact?]	24	4	10
CCC(OC(C)=O)c1cc2c(cc1[N+](=O)[O-])OCCO2 (stereo unspecified)	6	6	0	-2	1.8	0	5	-15	6
O=C(NC1CCCCC1)C(=S)NCCc1ccccc1	-1	3	5	-13	-0.2	1	-29	3	2
CC1CCN(c2nc(-c3ccco3)c3c(c2C#N)CC(C)(C)OC3)CC1	2	1	5	-3	0.5	2	45	-11	13
CCCOc1ccc(N2C(=O)CC(N(CCc3ccc(OC)cc3)C(=O)/C=C/C(=O)O)C2=O)cc1 (stereo unspecified)	4	-6	-5	7	1.2	0	17	-3	10
COc1c(Cl)cc(Cl)cc1CNc1ccc(S(N)(=O)=O)cc1	6	4	1	9	2.6	5	-9	-15	0
CCCSc1nc2c(=O)[nH][nH]c(=O)c2n1Cc1ccccc1	2	13	0	-32	3.2	-5	8	-5	3
COc1cccc(CN(Cc2ccco2)S(=O)(=O)c2ccc(S(=O)(=O)NCc3ccccc3)cc2)c1OC	-3	4	-5	4	2.6	-4	19	-1	6
Cc1nc2ccc(S(=O)(=O)N(C)CC(=O)Nc3ccccc3F)cc2s1	0	1	-4	11	0.3	-2	-38	-10	11
CC(C)C[C@@H]1NC(=O)[C@H](C(C)C)NC(=O)c2cc([N+](=O)[O-])cc(I)c2NCC[C@@H](C(N)=O)NC1=O	-3	-9	0	-7	-0.3	-1[fluorescence artefact?]	-12	9	6

Quoted at random: 2 compounds from above
SMILES	p97 ATPase inh	NPY-Y2 PAM-ag	NPY-Y1 antag	NPY1 pot ag	S1P4 agonist	eIF4E 4G PPI	EP2 modulator	S1P4 antagonist	EP2 antag
CCCSc1nc2c(=O)[nH][nH]c(=O)c2n1Cc1ccccc1	2	13	0	-32	3.2	-5	8	-5	3
CCCOc1ccc(N2C(=O)CC(N(CCc3ccc(OC)cc3)C(=O)/C=C/C(=O)O)C2=O)cc1 (stereo unspecified)	4	-6	-5	7	1.2	0	17	-3	10

(listing goes on)
SMILES	p97 ATPase inh	NPY-Y2 PAM-ag	NPY-Y1 antag	NPY1 pot ag	S1P4 agonist	eIF4E 4G PPI	EP2 modulator	S1P4 antagonist	EP2 antag
COc1ccc(-n2c(C)cc(C(=O)CN3CCCCC3)c2C)cc1	5	-4	0	-4	2.4	-2	-29	0	5
CC(C)=CC(=O)Nc1nnc(-c2cccnc2)s1	0	10	-1	15	1.2	-2	0	-9	9
CCn1cc(-c2csc(N)n2)c(C)n1	6	9	-1	1	0.4	-1	0	-1	12
CC(=O)Nc1ccc(-c2ccnc(-c3ccc(NC(C)=O)cc3)n2)cc1	3	-8	0	9	-0.7	2	-32	-4	17
O=C(O)C1CC=CCC1C(=O)N1CC=C(c2ccccc2)CC1 (stereo unspecified)	-2	-2	1	-10	0.1	6	-5	-5	5
COc1cc(OC)cc(C(=O)NC(=S)NNC(=O)[C@H]2C[C@@H]2c2ccccc2)c1	6	-34	.	-29	0.8	0	-28	-2	18
Cc1c(Cl)cccc1NC(=O)C1CCN(S(C)(=O)=O)CC1	-6	-6	7	-12	-0.1	0	-12&-7	6	12&6
O/C(=C\c1nc2ccccc2nc1/C=C(\O)c1ccccc1)c1ccccc1	-6	-6	4	17	-0.2	-2	17	7	10
O=C(NC(=S)NCc1ccccc1)C1CC1	-1	-1	3	7	0.5	2	4	-4	5
CCn1c(SCC(=O)Nc2nccs2)nnc1-c1ccccc1	1	2	0	-8	1.6	-2	4	9	10
Cc1cccc(C)c1-n1c(C)cc(/C=N/NC(=O)c2ccncc2)c1C	2	-4	5	-4	3.4	5[fluorescence artefact?]	-37	0	9
O=C(CNc1n[nH]c(=O)[nH]c1=O)N/N=C/c1ccccc1	2	-6	.	5	0.7	-4	-15	-2	5
Cc1ccc(C(=O)Nc2cc([N+](=O)[O-])ccc2C)cc1	3	0	4	1	1.8	0	-5	-18	9
c1ccc(-c2noc(C3CCCCC3)n2)nc1	4	12	2	11	0.8	2[fluorescence artefact?]	17	-14	11
O=C(Nc1ccc(-c2nc3cccnc3s2)cc1)C1CCCO1 (stereo unspecified)	-9	-13	4	-43	5.8	3[fluorescence artefact?]	4	0	4
CCN(CC)CCN1C(=O)C(O)=C(C(C)=O)C1c1ccccc1[N+](=O)[O-] (stereo unspecified)	5	10	.	17	-0.4	-8	-2	-4	7
CCOC(=O)c1ccc(NC(=O)CSc2nnc(COc3ccccc3OC)n2C)cc1	-1	-7	3	-19	0.0	3	4	-16	12
Oc1c(C(c2ccco2)N2CCN(C(c3ccccc3)c3ccccc3)CC2)sc2ncnn12 (stereo unspecified)	1	-8	-4	1	-3.2	1[fluorescence artefact?]	30	0	9
COc1ccc(-c2c(C)n([O-])c3c([n+]2=O)CCCCC3)cc1	-4	4	4	-24	-1.5	-1	-17	-16	3
COc1cc(/C=C/C(=O)O)cc(S(=O)(=O)Nc2ccccc2Cl)c1OC	9	8	1	1	-0.5	17	26	-12	3
C=CCN1C(=O)/C(=C/C(=O)OC)S/C1=N\NC(=O)c1ccccc1	-5	10	.	2	0.1	-4	-10	-3	13
Cc1cc(C)c(C#N)c(SCc2c(F)cccc2[N+](=O)[O-])n1	-3	-8	7	-2	2.3	12	40	-14	2
COCCn1c(-c2ccccc2)nc2oc3ccccc3c(=O)c2c1=O	4	-10	-2	-7	-1.3	5[fluorescence artefact?]	19	-8	13
Cc1cc(C)n2nc(C(=O)N/N=C/C=C/c3ccccc3)nc2n1	5	-31	.	9	-2.2	-1	-7	7	7
O=C(COC(=O)C12CC3CC(CC(C3)C1)C2)NCc1ccco1	-3	-8	8	-23	4.6	-1[fluorescence artefact?]	-6	-29	0
CCOC(=O)C(NC(C)=O)C(OC(C)=O)c1cccc(N(CCO)CCO)c1 (stereo unspecified)	5	16	8	30	-0.9	-2	-3	1	12
CC1(c2cccc([N+](=O)[O-])c2)CC(C)(C)N(C(=O)c2ccccc2)c2ccccc21 (stereo unspecified)	-3	-10	4	0	0.2	-6[fluorescence artefact?]	49	-16	7
CCOC(=O)C(=O)Nc1ccc(S(=O)(=O)N2CCOCC2)cc1OC	-5	-17	9	-15	0.4	-17[fluorescence artefact?]	40	-10	11
CC1(C)CC2CC(C)(CN2C(=O)c2ccccc2)C1 (stereo unspecified)	4	-12	0	2	1.2	-2	-10&12	-5	13&10
CCCn1nnnc1SCC(=O)NCc1ccc(OC)cc1	-3	-10	-2	-12	-1.1	-1	4&1	-16	8&9
CCOc1ccc(-c2[nH]ncc2Oc2ccccc2OCC)c(O)c1	-7	16	-2	23	4.3	6	8	-22	14
COCC(=O)N1CCN(c2nc3ccccc3o2)CC1	9	5	-4	2	-0.7	3	-20	-2	3
CCn1c(NC(=O)c2nn(C)cc2Br)nc2ccccc21	-2	-6	2	-22	1.4	2	1	-10	13
Cc1ccsc1C1NC(=O)c2c(sc3c2CCN(C)C3)N1 (stereo unspecified)	5	-6	-3	10	3.4	-6[fluorescence artefact?]	-18	-9	13
CCC/C(C)=C/c1ccc(CC)cn1	9	9	.	-4	-0.3	1	-4	4	-1
COCCCN(C(=S)Nc1c(C)cc(C)cc1C)C(C)c1ccccn1 (stereo unspecified)	0	-10	1	-12	-1.2	0	32	-3	8
COc1ccccc1N1C(=S)N=C(Nc2c(C)cccc2C)C12CCCC2	-11	15	.	15	0.0	-4	-16	-5	4
CC(C)n1c(N2CCN(CC(=O)Nc3ccc4c(c3)OCCO4)CC2)nc2ccccc21	-2	1	0	-18	0.6	-5[fluorescence artefact?]	-22	9	9
CCn1c(O)c(C=NCCN2CCOCC2)sc1=S	2	-11	0	-8	0.0	-3[fluorescence artefact?]	1	7	10
COc1ccccc1-c1c(NC(=O)C(C)C)n(C)c2ccccc2c1=O	12	18	.	21	0.7	4	6	6	12

Complete entries, quoted from the list.
COc1ccccc1N1C(=S)N=C(Nc2c(C)cccc2C)C12CCCC2 across the screens: p97 ATPase inh = -11; NPY-Y2 PAM-ag = 15; NPY-Y1 antag = .; NPY1 pot ag = 15; S1P4 agonist = 0.0; eIF4E 4G PPI = -4; EP2 modulator = -16; S1P4 antagonist = -5; EP2 antag = 4
CC(C)n1c(N2CCN(CC(=O)Nc3ccc4c(c3)OCCO4)CC2)nc2ccccc21 across the screens: p97 ATPase inh = -2; NPY-Y2 PAM-ag = 1; NPY-Y1 antag = 0; NPY1 pot ag = -18; S1P4 agonist = 0.6; eIF4E 4G PPI = -5[fluorescence artefact?]; EP2 modulator = -22; S1P4 antagonist = 9; EP2 antag = 9
CCOc1ccc(-c2[nH]ncc2Oc2ccccc2OCC)c(O)c1 across the screens: p97 ATPase inh = -7; NPY-Y2 PAM-ag = 16; NPY-Y1 antag = -2; NPY1 pot ag = 23; S1P4 agonist = 4.3; eIF4E 4G PPI = 6; EP2 modulator = 8; S1P4 antagonist = -22; EP2 antag = 14

The main list resumes with the seven entries that preceded the break.
SMILES	p97 ATPase inh	NPY-Y2 PAM-ag	NPY-Y1 antag	NPY1 pot ag	S1P4 agonist	eIF4E 4G PPI	EP2 modulator	S1P4 antagonist	EP2 antag
Cc1ccsc1C1NC(=O)c2c(sc3c2CCN(C)C3)N1 (stereo unspecified)	5	-6	-3	10	3.4	-6[fluorescence artefact?]	-18	-9	13
CCC/C(C)=C/c1ccc(CC)cn1	9	9	.	-4	-0.3	1	-4	4	-1
COCCCN(C(=S)Nc1c(C)cc(C)cc1C)C(C)c1ccccn1 (stereo unspecified)	0	-10	1	-12	-1.2	0	32	-3	8
COc1ccccc1N1C(=S)N=C(Nc2c(C)cccc2C)C12CCCC2	-11	15	.	15	0.0	-4	-16	-5	4
CC(C)n1c(N2CCN(CC(=O)Nc3ccc4c(c3)OCCO4)CC2)nc2ccccc21	-2	1	0	-18	0.6	-5[fluorescence artefact?]	-22	9	9
CCn1c(O)c(C=NCCN2CCOCC2)sc1=S	2	-11	0	-8	0.0	-3[fluorescence artefact?]	1	7	10
COc1ccccc1-c1c(NC(=O)C(C)C)n(C)c2ccccc2c1=O	12	18	.	21	0.7	4	6	6	12
CC1=CS/C(=C(/C#N)C(=O)N2CCCCC2)N1c1ccccc1	3	7	-4	19	-0.1	2	8	2	13
CCOC(=O)c1cnn(CCOC(=O)C2CC2)c1NC(=O)C1CC1	-5	-18	0	-19	0.0	0	5	5	5
NC(=O)CSc1nnc(COc2ccccc2)n1C1CCCCC1	1	3	0	7	-2.6	.	.	-7	.
COc1ccc(Cc2noc(CN(C)Cc3cccc(-n4cccn4)c3)n2)cc1OC	-8	-5	2	-11	0.8	2	-30	1	5
Cc1cc(C)c2nc(C)cc(Nc3ccc(C(=O)N4CCOCC4)cc3)c2c1	5	-19	.	-2	0.7	3	-29	-12	7
CCCS(=O)(=O)N1CCN(Cc2ccccc2C(F)(F)F)CC1	6	3	3	10	-0.2	-6	36	-16	1
CC1(C)CC(=O)C2=C(C1)Nc1ccccc1S2	11	10	.	4	-0.2	5	-1	1	16
COc1cccc2[nH]c(C(=O)NN)c(N)c12	6	-4	.	-5	0.1	5	-30	2	6
CCCC1CCc2c(sc(NC(=O)OCC)c2C#N)C1 (stereo unspecified)	7	2	3	17	1.3	-5	45	3	6

An excerpt, so the mix of outcomes need not match the whole.
